# Screening results (PubChem)
# FBW7 act: FBW7 E3 ligase activators, primary screen, biochemical, AlphaScreen, human | 650,000 compounds, 0.13% hits | normalized activity (activation), % at 26.1 µM | AID 1259310, 2017 | AlphaScreen FBW7–phospho-cyclin E peptide binding, activator screen; in the data active = normalized activity above about 1.9%;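 note: purified mutant Fbw7 with reduced substrate affinity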
# GPR151 activ: activators of human GPR151, primary screen, cell-based, PathHunter beta-arrestin, luminescence; G-protein coupled receptor 151 (Homo sapiens), Q8TDV0; PathHunter beta-arrestin GPR151 cells; activation, % at 11.2 µM; 650,000 compounds, 1% hits; in the data active = activation above about 4.9%;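 note: 0% = median of compound wells and 100% = cells with positive control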
# Target sequence (Q8TDV0 whole entry, looked up): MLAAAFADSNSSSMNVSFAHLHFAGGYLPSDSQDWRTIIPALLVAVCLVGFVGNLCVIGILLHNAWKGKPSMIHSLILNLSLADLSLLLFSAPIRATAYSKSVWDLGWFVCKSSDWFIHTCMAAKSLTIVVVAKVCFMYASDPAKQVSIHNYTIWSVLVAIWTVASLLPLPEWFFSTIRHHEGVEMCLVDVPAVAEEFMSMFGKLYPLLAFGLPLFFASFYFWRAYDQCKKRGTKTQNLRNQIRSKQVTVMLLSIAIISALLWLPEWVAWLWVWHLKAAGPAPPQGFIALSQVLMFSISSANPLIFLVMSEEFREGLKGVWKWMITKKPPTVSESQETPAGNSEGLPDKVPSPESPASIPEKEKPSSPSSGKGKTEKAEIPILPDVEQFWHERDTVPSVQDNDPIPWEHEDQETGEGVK
# TEAD-YAP inh: TEAD-YAP interaction inhibition, primary screen, TEAD-YAP interaction inhibitor project, luminescence, HEK-TIYL cells; TEAD-Gal4/YAP UAS-luciferase luminescence; inhibition, % at 9.12 µM; 640,000 compounds, 1.4% hits; AID 1259422, 2018; in the data active = inhibition above about 32%;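 note: 0% = median of test compound wells and 100% = reference inhibitor wells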
# MITF primary: MITF inhibitors, primary screen, biochemical, AlphaScreen, human. Microphthalmia-associated transcription factor (Homo sapiens), O75030. AlphaScreen MITF homodimerization, bead proximity signal. inhibition, % at 2.6 µM. 650,000 compounds, 0.91% hits. AID 1259374, 2018; in the data active = inhibition above about 50%;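 note: 0% = vehicle wells with protein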
# Target sequence (O75030 whole entry, looked up): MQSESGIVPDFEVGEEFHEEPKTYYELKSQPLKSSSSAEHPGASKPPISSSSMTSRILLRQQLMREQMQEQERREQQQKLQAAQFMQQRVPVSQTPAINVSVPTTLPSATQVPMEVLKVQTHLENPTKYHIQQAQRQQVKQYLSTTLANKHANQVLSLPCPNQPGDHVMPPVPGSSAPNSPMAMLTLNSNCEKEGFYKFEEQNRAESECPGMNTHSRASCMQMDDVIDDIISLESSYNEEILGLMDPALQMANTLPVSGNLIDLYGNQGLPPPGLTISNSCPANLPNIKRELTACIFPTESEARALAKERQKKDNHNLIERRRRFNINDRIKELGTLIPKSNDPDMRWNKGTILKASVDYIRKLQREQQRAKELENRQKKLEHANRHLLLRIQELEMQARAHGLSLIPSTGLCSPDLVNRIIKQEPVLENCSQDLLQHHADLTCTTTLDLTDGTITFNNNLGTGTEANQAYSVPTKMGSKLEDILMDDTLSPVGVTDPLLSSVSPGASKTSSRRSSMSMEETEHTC
# * = called active by the depositor; nt = no result given.
Molecule	FBW7 act	GPR151 activ	TEAD-YAP inh	MITF primary
O=C(Cn1cnc2c(nnn2-c2ccc(Br)cc2)c1=O)NCC1CCCO1 (configuration not stated)	1.0	-1.5	4	9
CCC(=O)Nc1cc(C(=O)OCc2cccc(F)c2)ccc1C	0.5	0.7	-8	7
Cc1oc2ccc(OCC(=O)C(C)(C)C)cc2c1C(=O)OC(C)C	0.1	0.6	-3	2
O=C(Nc1ccc(F)cc1)C1CCCN(S(=O)(=O)c2cnc[nH]2)C1 (configuration not stated)	-0.1	-0.4	-6	12
COc1cccc(C2C(C(=O)OCCOc3ccccc3)=C(C)NC3=C2C(=O)CCC3)c1 (configuration not stated)	0.1	0.8	7	-12
CCOC(=O)c1[nH]c(C)c(C(=O)N2CCCCC2)c1C	-0.2	0.5	0	6
O=C(O)CC(Nc1nc(-c2ccccc2)nc2ccccc12)C(=O)O (configuration not stated)	-0.1	0.0	-2	4
COCCCn1c(=O)[nH]c2nc(-c3ccc4c(c3)OCO4)cnc21	0.7	-0.3	7	12
O=C(Nc1cccc(F)c1)c1ccc(CS(=O)c2ccc(Cl)cc2)o1 (configuration not stated)	0.7	-0.5	14	5
COC(=O)C1=CC[C@@]23CC[C@@H]([C@@](C)(/C=C/C=C(\C)C(=O)O)OC2=O)[C@@]3(OC(C)=O)CC1	nt	0.1	nt	11
COCCNC(=O)C1C2C=CC3(CN(Cc4ccc(C)cc4)C(=O)C13)O2 (configuration not stated)	0.1	14*	-1	-3
CN1C(=O)S/C(=C\C=C\c2ccco2)C1=O	0.4	1.0	-20	44
CCOc1ccc(N(C(C)C(=O)N2CCCC2)S(C)(=O)=O)cc1 (configuration not stated)	0.0	-0.5	11	3
CC1=C(C(=O)OCCc2ccccc2)C(c2ccc(F)c(F)c2)C2=C(CCCC2=O)N1 (configuration not stated)	-0.1	-1.1	14	-11
Cc1ccc(C)c(NC(=O)C(=O)N/N=C/c2ccc(F)cc2)c1	0.3	1.8	8	16
Cc1ccsc1/C=N/NC(=O)CN1CCSCC1	-0.1	-1.3	-5	40
CCN(CC)CCNC(=O)C1CCC(=O)N1CCc1ccccc1 (configuration not stated)	0.1	-1.1	12	31
Cc1ccc(-n2nc3c(c2NC(=O)c2cccc(C(F)(F)F)c2)CS(=O)(=O)C3)cc1	0.7	-1.5	6	3
O=C(Cn1ncc2c(=O)oc3ccccc3c21)NCCCN1CCOCC1	-0.2	0.2	1	2
O=C(CSc1ccc2nnc(-c3ccccc3)n2n1)Nc1ccc2c(c1)OCCO2	0.0	1.6	-5	-1
Cc1ccc(-c2c(Nc3ccc(F)cc3)c(=O)c2=O)cc1	-0.1	-1.2	4	0
COc1ccc(-c2[nH]nc3c2C2(C(=O)N(CC(=O)O)c4ccccc42)C(C#N)=C(N)O3)cc1OC (configuration not stated)	0.1	-0.1	-1	3
O=C(Nc1ccc(OCc2ccccc2)cc1)C1c2ccccc2Oc2ccccc21	0.0	1.1	7	0
C=CCNC(=S)NNC(=O)Cc1cn2ccsc2n1	-0.4	1.7	-4	14
CC1=NN(c2ccc(Cl)c(C(=O)O)c2)C(=O)/C1=C/c1ccc(-c2ccccc2Cl)o1	0.0	-0.2	-5	-18
Cc1cc(NC(=O)C(C)(C)Oc2ccc(Cl)cc2)no1	0.0	0.9	3	1
COc1cccc(CNC(=O)C(NS(=O)(=O)c2ccc3c(c2)oc(=O)n3C)C(C)C)c1 (configuration not stated)	0.0	-1.8	-5	-16
COc1ccc(-n2c(=S)[nH]c3cc(C(=O)Nc4ccc(OC)c(OC)c4)ccc3c2=O)cc1	-0.1	1.8	7	-1
O=C(NNC(=O)c1cnccn1)c1cccc([N+](=O)[O-])c1	-1.2	-3.1	9	14
Cc1noc(N)c1C(=O)Nc1ccc(OC(F)(F)Cl)cc1	0.4	-1.8	-9	17

# Molecules from the list above with a halogen:
Molecule	FBW7 act	GPR151 activ	TEAD-YAP inh	MITF primary
O=C(Cn1cnc2c(nnn2-c2ccc(Br)cc2)c1=O)NCC1CCCO1 (configuration not stated)	1.0	-1.5	4	9
CCC(=O)Nc1cc(C(=O)OCc2cccc(F)c2)ccc1C	0.5	0.7	-8	7
O=C(Nc1ccc(F)cc1)C1CCCN(S(=O)(=O)c2cnc[nH]2)C1 (configuration not stated)	-0.1	-0.4	-6	12
O=C(Nc1cccc(F)c1)c1ccc(CS(=O)c2ccc(Cl)cc2)o1 (configuration not stated)	0.7	-0.5	14	5
CC1=C(C(=O)OCCc2ccccc2)C(c2ccc(F)c(F)c2)C2=C(CCCC2=O)N1 (configuration not stated)	-0.1	-1.1	14	-11
Cc1ccc(C)c(NC(=O)C(=O)N/N=C/c2ccc(F)cc2)c1	0.3	1.8	8	16
Cc1ccc(-n2nc3c(c2NC(=O)c2cccc(C(F)(F)F)c2)CS(=O)(=O)C3)cc1	0.7	-1.5	6	3
Cc1ccc(-c2c(Nc3ccc(F)cc3)c(=O)c2=O)cc1	-0.1	-1.2	4	0
CC1=NN(c2ccc(Cl)c(C(=O)O)c2)C(=O)/C1=C/c1ccc(-c2ccccc2Cl)o1	0.0	-0.2	-5	-18
Cc1cc(NC(=O)C(C)(C)Oc2ccc(Cl)cc2)no1	0.0	0.9	3	1
Cc1noc(N)c1C(=O)Nc1ccc(OC(F)(F)Cl)cc1	0.4	-1.8	-9	17

# Later entries:
Molecule	FBW7 act	GPR151 activ	TEAD-YAP inh	MITF primary
O=C(Nc1ccccc1F)c1ccc(N2CC3CC(C2)c2cccc(=O)n2C3)c(NC(=O)c2cccs2)c1 (configuration not stated)	0.2	-0.2	-6	18
COc1ccc(NC(=O)c2ccccc2N)c(OC)c1	0.0	1.4	-15	4
CCc1ccc(NC(=O)CS(=O)CC(=O)Nc2ccc(F)cc2F)cc1 (configuration not stated)	-0.1	0.2	0	-6
COc1cc(N2CCN(c3cccc(C(F)(F)F)c3)CC2)ncn1	1.1	-0.5	18	16
CCCSc1nc2c(c(=O)n1-c1ccccc1C)C1(CCCC1)Cc1ccccc1-2	-0.1	2.2	5	-5
Cc1nn(S(=O)(=O)c2ccc(Cl)cc2)c(C)c1Sc1ccc(Cl)cc1	-0.1	1.4	13	9
Cc1ccccc1NC(=O)C(=O)N/N=C/c1ccccc1	-0.1	0.8	3	-6
Cn1cc(/C=C/C(=O)N2CCC(CCC(=O)NCC3CCCO3)CC2)cn1 (configuration not stated)	0.1	2.1	-17	-1
CCOC(=O)C(C(C)=O)(N1CCOCC1)N1CCOCC1	0.2	0.1	-6	0
CCC(C)c1ccc(NC(=O)C2CC2)cc1 (configuration not stated)	0.0	-1.7	-33	-23
COC1CCN(Cc2ccc(OCC(O)CN(C)Cc3ccccc3)cc2)CC1 (configuration not stated)	0.0	1.2	-3	2
COc1cc(/C=c2\sc3ncnn3c2=O)ccc1OC(C)=O	0.0	0.6	4	7
CC(C)(C)c1ccc(S(=O)(=O)Nc2ccc(Cl)c(C(N)=O)c2)cc1	-0.1	-0.3	-31	-1
Cc1csc(NC(=O)CSc2nc(C)nc3sc(C)c(C)c23)n1	-0.1	3.0	7	-2
COc1cccc2c1NC(c1cccc(Br)c1)C1CC=CC21 (configuration not stated)	-0.2	-0.4	2	2
COc1ccc(C(=O)N[C@H]2C[C@H]3C(=O)N[C@@H](Cc4ccccc4)C(=O)N3C2)cc1	-0.1	-0.2	13	0
C=CCN1CCN(CCNC(=O)c2cccc(-n3ncc4cc(Nc5cccc(C)c5Cl)ccc43)c2)CC1	0.0	0.4	20	1
CCNC(=O)N1C(=O)C2(OCCO2)c2cc(C)ccc21	-0.1	0.1	-4	-4
Fc1ccc(-n2ncc3c(NC4CCCC4)ncnc32)cc1	-0.1	-0.1	-22	-6
COc1ccc(N(C)S(=O)(=O)c2c(C)[nH]c(=O)[nH]c2=O)c(OC)c1	-0.1	0.2	4	2
COc1ccc(CCNC(=O)CN(C2CCCCC2)S(C)(=O)=O)cc1	-0.1	2.2	7	0
Cc1cc(C(=O)COC(=O)Cc2n[nH]c(=O)c3ccccc23)c(C)n1Cc1ccco1	-0.2	2.2	-20	11
CCCOc1ccc(C(=O)N2CCCC2)cc1OC	0.3	0.5	4	-12
CCOC(CNC(=O)c1ccc2c(c1)ncn2-c1cc(Cl)ccc1OC)OCC	0.0	0.5	-6	-15
COc1cccc2sc(N(Cc3ccccn3)C(=O)c3cc(C)oc3C)nc12	0.1	2.3	-9	-7
CCc1cccc(OCC(=O)Nc2ccc(S(=O)(=O)Nc3ncccn3)cc2)c1	-0.1	-0.8	-9	-3
Cc1ccc(C2CC(c3cccs3)=NN2C(=O)CSc2nnc(CNC(=O)c3ccccc3F)n2C)cc1 (configuration not stated)	0.0	0.1	-11	5
COc1ccc(COC(=O)NNC(=O)c2cccs2)cc1	0.1	-0.2	-3	13
CCCNc1cc(Nc2ccc(-n3ccnc3)cc2)ncn1	0.2	1.1	-5	12
Cc1ccc2c(c1)-c1c(cnn1CC(=O)NCc1ccc(C)o1)CO2	0.0	-0.9	10	16
O=c1c2ccccc2[nH]c(=S)n1CCc1ccccc1	0.2	-1.8	-34	-11
O=C(N/N=C/c1c(O)ccc2ccccc12)c1[nH]ncc1Br	-0.5	-0.3	42*	26
Clc1nc(NCCN2CCOCC2)c2ncn(-c3ccccc3)c2n1	0.0	-0.2	-5	0
COc1ccc(/C=N/NC(=O)C(C)NS(=O)(=O)c2ccc([N+](=O)[O-])cc2)cc1 (configuration not stated)	-0.1	0.1	-1	-8
COC(=O)c1c(C)n(CCC2=CCCCC2)c2c1cc(O)c1ccccc12	0.0	-0.8	1	-3
Cc1cccc(NC(=O)c2sc3[nH]c(=O)c(C(=O)O)cc3c2N)c1	0.0	-0.5	-5	-8
CCC(C)NC(=O)C1CCC(CNS(=O)(=O)c2ccc(NC(C)=O)cc2)CC1 (configuration not stated)	0.1	1.7	1	6
COc1ccc(Cc2nnc(C3CCN(S(=O)(=O)c4ccc(F)cc4)CC3)s2)cc1	0.2	2.1	3	8
COc1cc(Br)c(C2C(C(=O)OC3CCCC3)=C(C)NC3=C2C(=O)CCC3)cc1OC (configuration not stated)	-0.1	-0.6	1	1
CCN(CC)c1nc(C)nc2sc(C(=O)Nc3ccc(F)cc3F)c(C)c12	0.0	-1.5	-1	5
CC(NCCC(c1ccccc1)C1CCOC(C)(C)C1)c1ccccc1 (configuration not stated)	0.0	0.7	2	0
COC(=O)C(CC(C)C)NC(=O)CSc1nc2c(C)cccc2[nH]1 (configuration not stated)	-0.1	0.3	2	-3
O=C(CSc1n[nH]c(-c2ccncc2)n1)c1ccc(Cl)cc1	0.0	5.0*	2	-12
Cc1c(Br)ccc(N2C(=O)C3C4C=CC(C5CC45)C3C2=O)c1C (configuration not stated)	0.1	1.2	9	11
CCn1c(CSc2ncccn2)nnc1SCC(=O)N1CCCCCC1	0.2	-0.9	1	18
CC(C)(C)c1csc2ncc(C(=O)N3CCC(O)C3)c(=O)n12 (configuration not stated)	0.1	0.3	13	13
C/C(CC(=O)Nc1ccc(F)cc1)=N\NC(=O)OC(C)(C)C	0.7	-1.1	-10	-5
NNc1nc2c(Cl)ccc(Cl)c2s1	0.0	-0.3	10	10
Cc1ccc(-c2nn(CC(=O)Nc3ccccc3O)c(=O)c3ccccc23)cc1	0.0	2.4	-20	7
CCCCS(=O)CSc1nc(-c2cccs2)cc(-c2ccccc2)c1C#N (configuration not stated)	0.0	0.7	-3	21
COc1cc(OC)cc(C(=O)NC(=S)Nc2ccccc2F)c1	-0.5	2.6	-20	7
Nc1nc2ccc(Cc3ccc4nc(N)sc4c3)cc2s1	0.1	-1.3	41*	10
CC(=O)Oc1ccc(Br)cc1C(=O)O	0.2	-3.1	9	23
Cn1nccc1Nc1nc2ccc(C(=O)NCCCN3CCCC3=O)cc2s1	0.0	-0.5	-11	11
N#CC1=C2SCN(Cc3ccco3)CN2C(=O)CC1c1ccc(Br)cc1 (configuration not stated)	-0.2	1.5	0	0
COc1ccc(CNC(=O)C2CCCN(c3cc(C)nc4ncnn34)C2)cc1 (configuration not stated)	0.1	0.9	1	16
COC(=O)c1ccc(C2NC(=O)c3[nH]nc(-c4ccccc4)c32)cc1 (configuration not stated)	-0.1	-0.1	-6	-3
COc1cccc(OC)c1NC(=O)c1nc2c(nnn2Cc2ccccc2Cl)c(=O)[nH]1	0.0	0.4	1	12
COc1ccc(NS(=O)(=O)c2ccc3c(c2)CCC(=O)N3)cc1Cl	0.0	-0.1	4	-15
COCCNC(=S)N/N=C(\C)c1ccc(C#N)cc1	0.0	0.2	2	20

# Next section:
Molecule	FBW7 act	GPR151 activ	TEAD-YAP inh	MITF primary
O=C1c2ccccc2C(=O)N1CN(C(=O)c1cc([N+](=O)[O-])cc([N+](=O)[O-])c1)c1ccccc1	0.2	0.1	8	18
O=C1OC(/C=C/c2ccccc2)=NC/1=C/c1ccc(F)cc1	-0.2	-0.7	1	-11
CC(=O)Nc1ccc(S(=O)(=O)NCCSc2nc3ccccc3s2)cc1	0.2	-0.2	11	2
O=C(CSc1ccc2nnc(-c3cccs3)n2n1)Nc1cccc(F)c1	0.1	-0.3	5	-8
Cc1nn(C)c(C)c1CCC(=O)NCc1cccs1	0.0	3.9	5	1
